Screens: PubChem, The Scripps Research Institute Molecular Screening Center
TEAD-YAP block: TEAD-YAP interaction inhibition | HEK-TIYL cells, TEAD-Gal4/YAP UAS-luciferase luminescence | inhibition, % at 9.12 µM | 640,000 tested, 1.4% active; in the data active = inhibition above about 32%;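 note: 0% = median of test compound wells and 100% = reference inhibitor wells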
GPR151 ag: human GPR151 activation | Q8TDV0 | activation, % at 11.2 µM | PathHunter beta-arrestin GPR151 cells, luminescence | AID 1508602 | 650,000 tested, 1% active; in the data active = activation above about 4.9%;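 note: 0% = median of compound wells and 100% = cells with positive control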
FBW7 act: activators of human E3 ligase FBW7; Q969H0; AlphaScreen FBW7–phospho-cyclin E peptide binding, activator screen; normalized activity (activation), % at 26.1 µM; 650,000 tested, 0.13% active; AID 1259310; in the data active = normalized activity above about 1.9%;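 note: purified mutant Fbw7 with reduced substrate affinity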
Target sequence (Q969H0 whole entry, looked up): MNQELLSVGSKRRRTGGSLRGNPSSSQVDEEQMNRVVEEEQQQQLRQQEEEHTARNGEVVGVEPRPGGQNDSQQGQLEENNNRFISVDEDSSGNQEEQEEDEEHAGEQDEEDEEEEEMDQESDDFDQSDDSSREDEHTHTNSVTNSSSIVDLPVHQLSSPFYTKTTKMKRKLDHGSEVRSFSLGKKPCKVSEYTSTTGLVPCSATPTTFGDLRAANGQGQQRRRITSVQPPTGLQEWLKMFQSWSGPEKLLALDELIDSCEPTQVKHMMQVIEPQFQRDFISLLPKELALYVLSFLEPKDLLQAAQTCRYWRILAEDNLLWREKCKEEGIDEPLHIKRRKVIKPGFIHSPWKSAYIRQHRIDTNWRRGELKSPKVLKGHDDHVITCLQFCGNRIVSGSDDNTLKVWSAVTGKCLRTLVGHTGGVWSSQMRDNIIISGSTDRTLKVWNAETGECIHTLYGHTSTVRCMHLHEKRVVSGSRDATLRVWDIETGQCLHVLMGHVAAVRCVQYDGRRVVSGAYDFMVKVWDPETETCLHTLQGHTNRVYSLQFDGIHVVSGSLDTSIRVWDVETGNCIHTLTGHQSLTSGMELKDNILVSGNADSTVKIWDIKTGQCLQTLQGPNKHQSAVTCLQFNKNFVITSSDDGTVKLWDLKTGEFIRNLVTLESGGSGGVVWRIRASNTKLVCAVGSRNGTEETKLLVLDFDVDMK
MITF inh: blocks human microphthalmia-associated transcription factor; AID 1259374; inhibition, % at 2.6 µM; O75030; 650,000 tested, 0.91% active; AlphaScreen MITF homodimerization, bead proximity signal; in the data active = inhibition above about 50%;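 note: 0% = vehicle wells with protein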
* hit, by the source's call; & = joins results of further samples; ! = repeats disagree.

Molecule	TEAD-YAP block	GPR151 ag	FBW7 act	MITF inh
COC(=O)c1sccc1NC(=O)NC1CCCCC1	-29	-1.8	0.0	2
N#C/C(=N\O)c1nc(-c2ccc(F)cc2)cs1	-1	2.2	0.1	-7
CCOc1cc(/C=C2\SC(=S)NC2=O)ccc1OCc1c(C)no[n+]1[O-]	5	1.2	0.1	4
COC(=O)c1ccc(/C=C/C(=O)c2ccco2)cc1	-50	-6.8	0.5	4
Nc1ccc2nc(SCC(=O)Nc3ccc4nc(SCc5ccc(Br)cc5)sc4c3)sc2c1	12	0.1	0.0	-1
Cc1cccc(NC(=O)CN2CCN(c3ccc(F)cc3)CC2)c1C	4	2.8	0.2	-11
CCC(Sc1nnnn1-c1ccccc1)C(=O)Nc1cccc(C(C)=O)c1 (stereo not drawn)	9	0.2	0.0	6
COc1ccc(Br)cc1CN1C(=O)c2ccccc2C1C(=O)NC1CCCC1 (stereo not drawn)	9	-0.6	0.5	11
CCOc1ccc(-c2cc(C(N)=O)c3ccccc3n2)cc1	-24	-0.6	0.1	7
COc1ccc(C(=O)NCCn2c(N)c(C#N)c3nc4ccccc4nc32)cc1	4	0.2	-0.1	-10
CCOC(=O)C1=C(C)N=c2s/c(=C/c3cc(C)n(-c4ccc(Cl)cc4)c3C)c(=O)n2C1c1ccc(Cl)cc1 (stereo not drawn)	-9	-0.1	0.2	1
O=C(CC1C(=O)NCCN1Cc1ccc2ccccc2c1)NCCN1CCCCC1=O (stereo not drawn)	-6	1.1	-0.2	10
C=CCOC(=O)C1C(c2ccc(F)cc2)c2c([nH][nH]c2=O)CC1(C)O (stereo not drawn)	8	-0.2	0.7	10
NC(=O)c1ccc(NC(=O)CSc2nnc(-c3sc4ccccc4c3Cl)o2)cc1	1	-0.8	0.1	6
COc1ccc(C(=O)NCCCN(C)CCCNC(=O)c2ccc(OC)cc2)cc1	11	0.9	-0.1	-3
CC1(C)Cc2nc3sc4c(N5CCNCC5)ncnc4c3cc2CS1	44*	-1.2	0.0	15
COC(=O)CCCNC(=O)CCc1nnc(C2(c3ccc(Cl)cc3)CCC2)o1	-15	1.1	0.0	-5
CCOC(=O)C1=C(C)N=c2s/c(=C\c3cc4c(cc3Br)OCO4)c(=O)n2C1c1ccc(Cl)cc1 (stereo not drawn)	-11	1.7	0.3	-4
CC1CCCC(C)N1C(=O)COC(=O)c1ccc([N+](=O)[O-])o1 (stereo not drawn)	5	1.7	-0.2	7
O=C(COc1ccccc1)Nc1ccc(N2CCCC2=O)cc1	-18	1.0	0.0	2
O=C(NNc1nc(Nc2ccccc2)nc(N2CCOCC2)n1)Nc1ccc(Cl)cc1	-10	-0.1	-0.1	-6
CCN(c1ccc(F)cc1)S(=O)(=O)c1ccc2[nH]cc(C(=O)NCCN(C)C)c(=O)c2c1	-6	-0.3	0.2	4
CCOc1cc(Br)cc(/C=N/NC(=O)c2cccc([N+](=O)[O-])c2)c1O	0	0.1	0.0	12
COc1ccccc1/C=N/N=C1\NC(=O)C(CC(=O)O)S1 (stereo not drawn)	3	1.3	-0.1	14
CCCCCOC(=O)C1=C(C)NC2=C(C(=O)CC(C)(C)C2)C1c1ccc(OC)cc1OC (stereo not drawn)	-4	0.4	0.1	5

Looked up by compound from the entries so far:
Molecule	TEAD-YAP block	GPR151 ag	FBW7 act	MITF inh
CCOc1cc(/C=C2\SC(=S)NC2=O)ccc1OCc1c(C)no[n+]1[O-]	5	1.2	0.1	4
COC(=O)c1ccc(/C=C/C(=O)c2ccco2)cc1	-50	-6.8	0.5	4
COc1ccc(C(=O)NCCCN(C)CCCNC(=O)c2ccc(OC)cc2)cc1	11	0.9	-0.1	-3
N#C/C(=N\O)c1nc(-c2ccc(F)cc2)cs1	-1	2.2	0.1	-7
CCCCCOC(=O)C1=C(C)NC2=C(C(=O)CC(C)(C)C2)C1c1ccc(OC)cc1OC (stereo not drawn)	-4	0.4	0.1	5

More records
Molecule	TEAD-YAP block	GPR151 ag	FBW7 act	MITF inh
COC1C(OC(N)=O)C(O)C(Oc2ccc3c(O)c(NC(=O)c4ccc(O)c(CC=C(C)C)c4)c(=O)oc3c2C)OC1(C)C (stereo not drawn)	1	6.6*!	0.1&0.0	-2&14
S=C(NC1CCCCC1)N(Cc1ccccc1)Cc1ccccc1	5	-0.5	-0.1	-17
CC(=O)c1ccc(N2CCN(C(=O)CNS(=O)(=O)c3cccs3)CC2)cc1	8	-0.2	0.0	18
CCOC(=O)CC(=O)NNC(=O)c1c(O)c2ccccc2n(C)c1=O	-1	0.3	-0.2	4
Cc1cc(NS(=O)(=O)c2ccc(NC(=O)/C=C/C(=O)O)cc2)no1	8	-0.4	0.1	11
Cc1cc(CN(C)Cc2ccccc2OCC(O)CN2CCc3ccccc3C2)on1 (stereo not drawn)	6	0.0	0.0	-18
CCOc1ccccc1-n1c(N)c(C(N)=O)sc1=S	-6	-0.7	0.0	-5
CCCN1C(=O)/C(=C/c2nc3ccccc3c(=O)n2-c2ccccc2[N+](=O)[O-])c2cc(C)ccc21	5	-0.4	-0.1	6
COC(=O)c1ccc(-c2ccc(/C=C3/C(=N)N4N=C(Cc5ccccc5)SC4=NC3=O)o2)cc1	-2	-1.4	0.0	-20
O=C(NC1CC1)c1ccc(-c2cc(Nc3ccccc3)ncn2)cc1	-23	-1.3	-0.1	-2
C/C(CC(=O)Nc1ccc(N(C)C)cc1)=N\NC(=O)Cc1ccc(-c2ccccc2)cc1	2	0.0	-0.1	2
COc1ccccc1-c1coc2c(CN(C)Cc3ccccc3)c(O)ccc2c1=O	-3	-0.5	-0.3	2
Ic1ccc(-c2csc(Nc3ccc4ccccc4c3)n2)cc1	-6	0.4	-0.2	4
O=[N+]([O-])c1cccc(-c2n[nH]c(=S)n2-c2ccccc2)c1	5	2.4	-0.1	-3
COC(=O)Cn1cc(/C=C2/NC(=O)N(c3ccc(Cl)cc3)C2=O)c2ccccc21	-10	0.4	-0.1	7
COc1ccc(-c2cc(C(=O)Nc3ccccc3F)c3ccccc3n2)cc1OC	-3	-0.9	1.4	20
COc1ccc(CCNC(=O)c2ccnc(Nc3cnccn3)c2)cc1	7	-0.9	0.2	24
COC(=O)C1=C(O)/C(=C\c2sccc2C)N=C1C	-1	-1.6	0.0	13
O=C(COC(=O)CCS(=O)(=O)c1ccccc1)NC(=O)Nc1ccc2c(c1)OCCO2	-22	-2.1	0.4	-4
O=C1c2cccc3cccc(c23)C(=O)N1CC1CCN(C(=O)C23CC4CC(CC(C4)C2)C3)CC1	10	-0.6	0.2	16
COc1cc(Nc2cc(C)nc(Nc3nc4ccccc4n3C)n2)cc(OC)c1OC	2	1.5	0.1	7
CCNc1nc(NCC)n2c(SCC(=O)Nc3ccc(OCC)cc3[N+](=O)[O-])nnc2n1	3	0.1	0.1	-7
O=C(CC1SC(=Nc2ccccc2)N(CCO)C1=O)Nc1ccc(F)cc1 (stereo not drawn)	-2	1.0	-0.2	-2
CC1(C)CC(=O)c2c(nn(CCO)c2N)C1	-6	-0.6	0.2	17
CCOC(CNCc1c(C(=O)O)n(Cc2ccc(C)cc2)c2ccccc12)OCC	10	0.2	-0.2	14
CCc1nnc(NC(=O)c2ccc(C)c([N+](=O)[O-])c2)s1	-20	-1.7	0.5	-1
COc1ccc2nc(-c3ccc(NC(=O)C4CC4)cc3)cn2n1	-50	-4.5	0.3	-17
O=C(Cn1ncc2ccccc21)NCCc1ccccc1	-5	0.0	-0.3	5
O=C(CN1CCN(c2ccc(O)cc2)CC1)NC(=O)NCc1ccco1	-5	-1.1	0.0	6
C=CCN1C(=O)/C(=C\c2ccc(O)c(OC)c2)C(C(=O)OC)=C1C	3	1.4	-0.4	-1
CCOCCCNC(=O)CN1CCN(Cc2ccccc2C)C1=O	2	2.3	-0.1	-3
COc1ccc(-c2nc(-c3ccc4c(c3)C(=O)c3ccccc3-4)c(-c3ccccc3)[nH]2)c(OC)c1	-1	4.4	0.0	1
CCOc1ccc(NC(=O)COc2ccc(Br)cc2)cc1	0	-0.3	-0.1	-6
O=C(NCc1cccc(Cl)c1)c1ccc(Cn2nnc3ccccc3c2=O)cc1	1	0.9	0.0	15
Cn1c(=O)c2c(nc(Cl)n2CC(O)CO)n(C)c1=O (stereo not drawn)	5	-0.6	0.1	4
CC(=O)Oc1cccc(C(=O)Nc2cccc(-c3nc4ccccc4[nH]3)c2)c1	-26	-0.3	-0.1	0
CC(C)C(NS(=O)(=O)c1cccc2nsnc12)C(=O)NCCCc1ccccc1 (stereo not drawn)	1	-0.8	-0.2	-11
CC(C)(C)c1ccccc1OCC(=O)Nc1ncn[nH]1	-17	-1.6	0.0	26
Cc1cc(N(C)C)nc(N2CCOCC2)n1	10	0.6	-0.1	9
COc1ccc(CCc2nnc(CCC(=O)N(C)CCCN3CCOCC3)o2)cc1	-2	-2.3	0.2	19
COC(=O)C1=CN(Cc2ccc(OC)cc2)C=C(C(=O)OC)C1c1cccs1	-11	-1.5	1.3	10
Fc1ccccc1C=Nc1cccc2cnccc12	5	-0.9	0.0	-15
Cc1ccc(C(=O)CSc2nc3cc(S(=O)(=O)N4CCOCC4)ccc3o2)cc1	3	-0.5	0.0	-1
COc1ccc(/C=C(\CC(=O)O)c2nc3ccccc3s2)cc1OC	0	-0.3	0.2	16
COc1cccc(C2C=C(c3ccc(F)cc3)Nc3nnnn32)c1OC (stereo not drawn)	-1	0.6	-0.1	10
COc1ccc(S(=O)(=O)N2CCOCC2)cc1NS(=O)(=O)c1ccc(Cl)cc1	2	0.0	0.1	-2
O=C(COc1ccc(Cl)cc1)NNC(=O)CSCCO	-1	-0.9	0.8	20
COc1ccccc1CCNCc1c(C(=O)O)c(C)n(Cc2ccccc2F)c1C	21	1.7	0.3	15
Cc1cccc2cc(CN(Cc3nnnn3C(C)(C)C)C3CCCCC3)c3nnnn3c12	-10	0.2	0.3	-1
COc1cc(/C=C/C(=O)c2ccc(N3CCOCC3)cc2)cc(OC)c1OC	-12	-0.4	0.2	17

The list goes on:
Molecule	TEAD-YAP block	GPR151 ag	FBW7 act	MITF inh
CC(=O)Oc1ccccc1N1C(=S)NC(C)(C)C=C1C	-9	-1.5	-0.2	-3
CCC1(C(=O)OC)NC(c2ccc(OC)cc2)C2C(=O)N(C)C(=O)C21 (stereo not drawn)	1	3.1	0.1	5
O=C1N[C@H](Cc2ccccc2)C(=O)N2CCN(S(=O)(=O)c3cccc4ccccc34)C[C@H]12	-11	0.3	0.1	2
CCOC(=O)c1ccc2[nH]c(C)c(CN3CCN(C)CC3)c(=O)c2c1	2	-0.7	0.1	18
CC(C)CN1CCNC(=O)C1CC(=O)NCCc1nc(-c2ccccc2)no1 (stereo not drawn)	0	0.7	0.2	3
Cc1ccc(C2=Nn3c(COc4ccc(Cl)cc4Cl)nnc3SC2)cc1	7	0.4	0.0	6
Cc1ccc(CC(=O)Nc2cc([N+](=O)[O-])ccc2F)cc1	4	-0.8	-0.1	-4
COc1cc(/C=c2\sc3nc4c(C)c(C)ccc4n3c2=O)ccc1OCc1ccccc1F	-9	0.3	0.0	-10
Cc1ccc(S(=O)(=O)N2CCN(C(=O)CN3CCCC3)C2)cc1[N+](=O)[O-]	4	-0.6	0.5	-1
COc1ccccc1C(=O)Nc1nc(-c2ccc(C)cc2)c(-c2ccccc2)s1	2	0.2	0.1	-9
CN1C(=O)C(=Cc2cc3c(cc2Br)OCO3)C(=O)N(C)C1=S	-2	0.3	0.0	-29
N#CC1=C(N)OC2=C(C(=O)CCC2)C1c1ccco1 (stereo not drawn)	0	-0.1	0.0	-28
Cc1ccccc1CSc1nn2c(=O)c(C)nnc2s1	1	6.8*	-0.9	-6
COc1ccc(N/C(=N\c2nc(C)cc(C)n2)NC(=O)c2ccccc2)c(OC)c1	-3	0.1	0.1	3
COc1ccccc1C1C=C(c2ccc(Br)cc2)Nc2nnnn21 (stereo not drawn)	-6	0.6	0.0	-2
CC1CCN(CC(C)C(=O)c2ccccc2)CC1 (stereo not drawn)	-2	0.9	-0.1	-9
O=C(CNCc1cccs1)Nc1ccccc1N1CCOCC1	-4	4.7	-0.1	40
C=CCn1c(SCC(=O)Nc2ccc(F)cc2)nnc1-c1cccs1	13	0.6	0.5	15
Cc1ccc(C)c(N2CCN(c3ncnc4c3c(-c3ccccc3)cn4-c3ccccc3)CC2)c1	5	2.0	0.1	-7
CCc1c(C)nc2ncnn2c1Nc1ccccc1	-2	1.5	-0.1	3
CCc1cccc(CC)c1-n1c(SCC(=O)NC)nnc1-c1cccnc1	-9	1.8	-0.1	-17
CCN(CC)C(=O)/C(=C/c1ccccc1)NC(=O)c1ccco1	4	-0.2	-0.1	13
CO/N=C(\C(=O)NC1C(=O)N2C(C(=O)OCOC(=O)C(C)(C)C)=C(/C=C\c3scnc3C)CSC12)c1csc(N)n1 (stereo not drawn)	11	0.8	-0.1	2
CCCCCC1CCC(CCc2ccc(C#N)nc2)CC1 (stereo not drawn)	-1	-0.6	-0.1	-3
CCCCCNC(=O)c1ccc(-n2c(=S)[nH]c3ccccc3c2=O)cc1	-8	-1.5	-0.3	-3
